EPAC2 antag – blocks human EPAC2 exchange factor. Q8WZA2. 360,000 compounds, 0.18% hits. Potency, µM (highest dose often 114 µM), for the others: at the top dose activity, negative = inhibition, hits mostly inhibitors. EPAC2 GEF exchange of Rap1B-BODIPY-GDP, fluorescence; also: potency is read from the fitted curve at half-maximal effect; % is scaled to controls: 0 for no effect and ±100 for the full control effect; nearly all actives have a fitted effect of over 45% in size; many of its hits are not listed in these tables
Target sequence (Q8WZA2 whole entry, looked up): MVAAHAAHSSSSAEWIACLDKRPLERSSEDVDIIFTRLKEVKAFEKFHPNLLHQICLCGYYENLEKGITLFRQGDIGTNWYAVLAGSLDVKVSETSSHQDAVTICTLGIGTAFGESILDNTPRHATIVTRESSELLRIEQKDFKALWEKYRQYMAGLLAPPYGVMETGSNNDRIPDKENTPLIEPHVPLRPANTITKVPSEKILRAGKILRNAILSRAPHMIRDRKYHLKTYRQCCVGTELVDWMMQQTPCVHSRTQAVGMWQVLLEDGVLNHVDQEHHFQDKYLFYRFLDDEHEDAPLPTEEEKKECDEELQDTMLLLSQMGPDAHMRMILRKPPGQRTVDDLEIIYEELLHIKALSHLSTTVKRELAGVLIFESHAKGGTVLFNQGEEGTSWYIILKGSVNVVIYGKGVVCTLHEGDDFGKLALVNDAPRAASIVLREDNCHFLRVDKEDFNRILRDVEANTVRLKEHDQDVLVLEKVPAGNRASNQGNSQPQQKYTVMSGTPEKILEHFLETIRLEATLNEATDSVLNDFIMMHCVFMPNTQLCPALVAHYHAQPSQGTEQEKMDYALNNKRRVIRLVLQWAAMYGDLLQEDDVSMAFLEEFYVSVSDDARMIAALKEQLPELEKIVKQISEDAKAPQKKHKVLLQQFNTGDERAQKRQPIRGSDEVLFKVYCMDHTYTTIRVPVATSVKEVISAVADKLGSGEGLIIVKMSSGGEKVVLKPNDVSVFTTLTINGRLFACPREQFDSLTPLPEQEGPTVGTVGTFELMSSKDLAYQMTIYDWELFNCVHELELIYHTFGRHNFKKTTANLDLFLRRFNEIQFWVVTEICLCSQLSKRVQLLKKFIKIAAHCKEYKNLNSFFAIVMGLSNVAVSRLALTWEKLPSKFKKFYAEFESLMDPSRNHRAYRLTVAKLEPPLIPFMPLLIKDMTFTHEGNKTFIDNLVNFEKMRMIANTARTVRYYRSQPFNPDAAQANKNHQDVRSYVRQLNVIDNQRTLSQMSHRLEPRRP
DRD3 antagonist – blocks the human D3 dopamine receptor | P35462 | D3R cells, DiscoveRx beta-arrestin luminescence, antagonist mode; stronger effect = lower value | max response, negative = inhibition, % | 360,000 compounds, 2.5% hits | AID 652054; in the data active = max response below about -50%; inconclusive = no clear call, values can overlap the other calls; also: % is scaled to controls: 0 for no effect and ±100 for the full control effect; mostly tested at two doses, the higher about 12 µM
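Cells plated overnight at 1500 cells/well, then exposed to library compounds with dopamine controls for 90 minutes at 37 degrees C. DiscoveRx reagent added for 30–60 minutes at room temperature; luminescence read, quantitative HTS format.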
DRD3 agonist – activates the human D3 dopamine receptor; P35462; D3R DiscoveRx beta-arrestin cells, luminescence, 90 min; max activation, %; 410,000 compounds, 0.58% hits; in the data active = max activation above about 30%; also: 0% is about no effect; mostly tested at two doses, the higher about 12 µM
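Cells at 1500/well, incubated overnight, then treated with pinned compounds (dopamine as control) for 90 min at 37 degrees C. DiscoveRx reagent added for 30 - 60 minutes at room temperature; luminescence read.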
Akt phos inh – inhibitors of Akt phosphorylation; Neuro2A IGF-stimulated pAkt S473 HTRF, 20 min; stronger effect = lower value; activity change, % for hits at 50 µM; 360,000 compounds, 0.32% hits; in the data active = activity change below about -80%; inconclusive = mostly about -51% to -80%; also: % is scaled to controls: 0 for no effect and ±100 for the full control effect
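Neuro2A cells in DMEM with 0.5% FBS, overnight at 37 deg C, given compound at single 50 µM final, then IGF (6 nM final) for 20 min at 37 deg C. Lysed; phospho-Akt Ser473 by HTRF after 24 h, 665/615 ratio.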
EPAC2 ag – agonists of human EPAC2 (RAPGEF4); Potency, µM (titrated, usually from 154 µM), inactives show at the top dose activation, most hits filed as activators; 360,000 compounds, 0.079% hits; Q8WZA2; EPAC2 activation, biochemical qHTS; response scale: 100% = 6.5 mM cAMP response; also: potency is read from the fitted curve at half-maximal effect; nearly all actives have a fitted effect of over 50% in size
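Nucleotide exchange monitored as fluorescence drop when BODIPY-GDP leaves Rap1B. Reaction: 100 nM EPAC2, 250 nM RAP1B-BODIPY-GDP, 50 uM GDP, room temperature, kinetic read over 30 min. Activity expressed relative to 6.5 mM cAMP.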
PTHR1 agonist – agonists of human PTHR1 parathyroid hormone receptor. HEK293 GP2 PTHR1 cells, GloSensor cAMP luminescence, 1 h. AID 743266. 410,000 compounds, 0.075% hits. Potency, µM (titrated, usually from 115 µM), for the others: at the top dose activation, most hits filed as activators. Q03431; also: potency is read from the fitted curve at half-maximal effect; nearly all actives have a fitted effect of over 55% in size; some results filed as inactive show a strong effect at the top dose; inactives centre near -15; many of its hits are not listed in these tables
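HEK-293-derived GP2 cells expressing PTHR1 and a GloSensor cAMP reporter, 3,000/well, plated overnight, given luciferin plus IBMX (each 0.5 mM as added) for 1 h at 37 °C, then compound for 1 h at 37 °C. Luminescence was read after 15 min at room temperature.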
CCT modulator – changes cytosolic chaperonin activity | purified chaperonin ATPase assay, HTRF ADP detection, 30 min | activity change, % (test concentration not listed), hits read low | 360,000 compounds, 0.3% hits | AID 651819; in the data active = activity change below about -30%; also: % is scaled to controls: 0 for no effect and ±100 for the full control effect
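First, chaperonin was dispensed at 40 nM or 20 nM final depending on batch activity. Next, compounds were pinned at 76 uM and ATP added at 10 uM. After 30 min at 37 °C, ADP detection reagents ran 30 min at ambient temperature.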
MmCpn inh – inhibitors of Methanococcus maripaludis chaperonin (MmCpn); purified Mm-Cpn ATPase, ADP Transcreener TR-FRET; Potency, µM (series often up to 76.9 µM), inactives show at the top dose activity, negative = inhibition, most hits filed as inhibitors; 330,000 compounds, 0.031% hits; AID 504842; also: potency is read from the fitted curve at half-maximal effect; % is scaled to controls: 0 for no effect and ±100 for the full control effect; nearly all actives have a fitted effect of over 80% in size
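Purified archaeal Mm-CPN (25nM final) preincubated 10 min at 37degC with compound, then 10uM ATP for 30 min at 37degC; ADP measured by HTRF Transcreener TR-FRET; buffer 30 mM TRIS pH 7.4, 100mM KCl, 5mM MgCl2, 1mM DTT.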
Active calls of the source: *; i = inactive; ? = inconclusive; nt = no result given; [ ] = remark or other dose. Unless noted, calls follow the shape of the dose curve; as a rule, active = well fitted curve in the direction sought with a large enough effect; inconclusive = small, poorly fitted or top-dose-only effect, or another doubt; inactive = no such curve, though single readings can be large; an effect the other way counts as inactive or inconclusive.

Compound	EPAC2 antag	MmCpn inh	Akt phos inh	EPAC2 ag	DRD3 agonist	CCT modulator	DRD3 antagonist	PTHR1 agonist
COc1ccc(CCNC(=O)c2cc3cc(F)ccc3nc2C)cc1OC	-7%	nt	i	5%	12	0.4	10	-20%
CCCc1cc(=O)[nH]c(SCCOc2ccc(Cl)cc2)n1	15%	1%	i	4%	-6	-0.2	3	i
COc1ccc(Br)cc1/C=N/NC(=O)c1nc(-c2ccccc2)n2c1CCCCC2	13%	2%	i	4%	-1	0.6	-19	-48%[inhibitor][57.5 µM]
CCc1ccc(OCC(=O)O/N=C(\N)c2cccnc2)cc1	14%	-1%	i	1%	3	1.1	12	-36%[inhibitor]
CCOc1ccc(/C=N/NC(=O)CC(=O)NCc2ccccc2)cc1	-9%	-3%	i	4%	-8	-3.3	-9	-53%[inhibitor]
CC1=CC(C)(C)NC(=S)N1c1ccc([N+](=O)[O-])cc1	14%	nt	i	9%	1	-1.5	-14	-7%
Cc1ccccc1-n1nc2c(c1NC(=O)CCCl)CSC2	1%	0%	i	2%	-3	1.1	8	i
Cc1noc(C)c1C(=O)Nc1ccc(F)cc1	-8%	4%	i	6%	4	-0.3	7	?
Cc1nc(N)[nH]c(=O)c1CCCNc1ccc(CCCCC2(CCl)OCCO2)cc1	-4%	nt	i	3%	6	0.7	19	-30%
CCOC(=O)c1sc2cccc(Cl)c2c1N	-10%	-6%	i	4%	-1	-2.5	4	-2%
O=C(CN1C(=O)c2ccccc2C1=O)NCc1ccc(N2CCOCC2)cc1	-11%	-2%	i	3%	8	0.9	21	i
Cc1nn(-c2ccccc2)c(C)c1/C=N/NC(=O)CSc1nc2ccccc2c(=O)n1-c1ccc(Br)cc1	4%	0%	i	-8%	1	0.6	-7	i
CC(=O)NC(CC(=O)N(Cc1ccccc1)c1cccc(C)c1)c1ccccc1 (stereo not drawn)	-18%	1%	i	2%	2	-1.5	-2	-18%
Cc1cc(C)c(-n2nnnc2SCC(=O)c2cc3ccccc3o2)c(C)c1	5%	?	i	5%	-1	-0.6	-16	-14%
CC(C)(C)c1ccc(S(=O)(=O)NCc2ccc(C(=O)NCc3ccccn3)cc2)cc1	-2%	3%	i	-9%	4	-1.7	4	-12%
O=C(CSc1nnc(NC2CCCCC2)s1)N1CCOCC1	7%	2%	i	-1%	-9	2.1	4	-2%
Cc1ccc(C(=O)NCC(c2ccco2)N2CCc3ccccc3C2)cc1 (stereo not drawn)	-12%	1%	i	12%	-28	-0.8	?	-13%
Cc1cc(C)c(S(=O)(=O)Oc2ccccc2[N+](=O)[O-])c(C)c1	-17%	nt	i	2%	-4	-1.4	2	-38%[inhibitor]
CCC(=O)Nc1ccc(N2CCCCC2)c(C(=O)Nc2ccc(OC)cc2)c1	-5%	1%	i	4%	-4	-1.3	-2	-15%
CSc1ccc(S(=O)(=O)NCC(=O)OCCOc2ccccc2)cc1[N+](=O)[O-]	1%	3%	i	-6%	-3	-2.1	-2	i
O=C(CCc1cccc(Cl)c1)NC1CCCN(Cc2ccccc2F)C1 (stereo not drawn)	21%	2%	i	8%	-15	1.9	-12	i
COc1ccc(N2CCN(C(c3ccccc3)c3sc4nc(C)nn4c3O)CC2)cc1 (stereo not drawn)	2%	1%	i	6%	-1	-1.9	2	-9%
CC1CCCC(C)N1C(=O)COC(=O)C1CCN(S(=O)(=O)c2ccc3c(c2)OCCO3)CC1 (stereo not drawn)	-2%	1%	i	13%	-6	-1.1	-7	-18%
C/C(=N\N=C(N)N)c1cccc([N+](=O)[O-])c1	-13%	-4%	i	0%	-13	-1.4	-19	i
C=CCn1c(C)nnc1SCC(=O)Nc1cc(S(=O)(=O)N2CCCC2)ccc1Cl	12%	0%	i	-2%	0	-5.9	23	-20%
Cc1ccc(CNC(=O)Cc2ccc(-c3ccccc3)cc2)cc1	-2%	-14%	i	0%	6	1.4	11	i
CCc1ccc(NC(=O)CSc2ccccn2)cc1	-12%	1%	i	0%	3	0.7	0	-7%
Cc1cccc(SCC(=O)Nc2ccc3c(c2)OCCO3)c1	-10%	-4%	i	6%	5	-0.2	11	-2%
COCC1CCN(Cc2nc(Cc3ccccc3Cl)no2)CC1	-6%	5%	i	-2%	3	-0.9	6	i
O=C1NC(c2ccccc2)C(C(=O)c2cccs2)C(O)(C(F)(F)F)N1 (stereo not drawn)	5%	-4%	i	6%	-11	-0.3	0	?
CCCOc1ccc(Cc2c(O)nc(N)[nH]c2=O)cc1C	2%	1%	i	-2%	0	-0.6	-2	9%
NC(=S)Nc1cccc2cnccc12	10%	3%	nt	?	1	-1.2	30	-9%[57.5 µM]
CCOc1ccc(N(CC(=O)NC2CCCCC2)C(=O)CCC(=O)Nc2ccccn2)cc1	5%	0%	i	-18%	2	1.3	0	-15%
COc1ccc(/C=N/N2C(=O)c3ccccc3C2=O)cc1	19%	0%	i	-3%	-3	-0.8	16	-11%
COCCn1c(C)cc(C(=O)CSc2ncnc3sc4c(c23)CCC4)c1C	-1%	-2%	i	1%	4	-3.9	1	-19%
Cc1ccc(NC(=O)c2ccc3nc[nH]c3c2)c(O)c1	11%	1%	i	-1%	2	-0.6	-1	i
O=C(/C=C/c1ccccc1[N+](=O)[O-])Nc1cccc(S(=O)(=O)NC2=NCCCCC2)c1	-1%	3%	i	10%	-46	0.8	?	-17%
CCCC1C(=O)N(c2ccccc2)C1c1ccccc1 (stereo not drawn)	-15%	0%	i	4%	-4	2.4	-18	-25%[57.5 µM]
CCc1nnc(NC(=O)c2ccncc2)s1	5%	0%	i	-4%	11	1.3	-3	i
O=S(=O)(Nc1ccc(S(=O)(=O)Nc2cccc3ccccc23)cc1)c1ccccc1	-7%	-1%	i	19%	-33	-3.1	-26	-48%[inhibitor]
COC(=O)c1ccc(-n2nnnc2SCC(=O)Nc2ccccc2C(=O)OC)cc1	-2%	0%	i	11%	4	-2.7	24	-6%
Cc1onc(-c2ccccc2)c1C(=O)N/N=C/c1c[nH]c2ccccc12	-1%	-2%	i	7%	1	1.3	-14	-4%
CCc1ccc(NC(=O)NCCN2CCc3ccccc3C2)cc1	-4%	-8%	i	-5%	-12	-2.4	-69*	i
CC1(C)CC(=O)C2=C(C1)N(Cc1ccco1)C(=O)NC2(C(F)(F)F)C(F)(F)F	6%	-17%	i	11%	-11	0.0	-6	-5%[57.5 µM]
COc1cc(/C=c2\sc3n(c2=O)CCCN=3)ccc1O	0%	1%	i	-2%	-7	-0.5	-8	-12%
COc1cccc2c1OC1(C)CC2/C(=C(\C)O)C(=O)N1 (stereo not drawn)	15%	-1%	i	2%	-11	3.0	-24	i
CC(C)n1c(-c2ccc(N(C)C)cc2)nc2ccccc21	8%	-2%	i	19%	1	-0.2	51	-8%
COc1ccc(C(=O)Nc2ccc(C)cc2C(=O)c2ccccc2)cc1	-8%	0%	i	19%	-2	-3.2	0	i
O=C(CSc1cccc[n+]1[O-])N1CCCCCC1	-3%	0%	i	-1%	-2	-2.2	8	i
CSc1ncccc1C(=O)Nc1nc2ccc(S(C)(=O)=O)cc2s1	3%	-3%	i	4%	-9	2.8	?	-24%
CCN(CC(=O)Nc1c(C(=O)OC)[nH]c2ccccc12)c1ccc2c(c1)OCO2	-1%	-20%	i	8%	2	-1.2	3	-4%[57.5 µM]
CC1CCN(c2cc(N)c(Cl)cc2[N+](=O)[O-])CC1	-6%	1%	i	5%	2	0.2	-27	-7%
Cc1sc(C(=O)Nc2ccc3ccccc3c2)cc1CC(=O)O	-8%	1%	i	1%	1	0.3	2	-36%[inhibitor]
Cc1ccc(-c2cnc3n2CCCCC3)cc1	-20%	-2%	i	-4%	1	0.1	6	i
COc1ccc(NC(=O)c2cccc(S(=O)(=O)N3CCOCC3)c2)cc1	-2%	-3%	i	-1%	-2	-1.0	1	-2%
O=C(Nc1nc(-c2ccco2)c(-c2ccco2)s1)C1CCC1	-3%	-8%	i	13%	-12	-4.1	-17	-8%

New compounds follow
Compound	EPAC2 antag	MmCpn inh	Akt phos inh	EPAC2 ag	DRD3 agonist	CCT modulator	DRD3 antagonist	PTHR1 agonist
c1ccc(Nc2nc(-c3ccccc3)ns2)cc1	-6%	-5%	i	-1%	21	-2.8	6	-22%
c1csc(-c2nnc(COc3ccc4c(c3)OCO4)o2)c1	-10%	0%	i	1%	1	-0.1	9	i
CC(Oc1ccccc1)C(=O)OCC(=O)N1CC(=O)Nc2ccccc21 (stereo not drawn)	0%	3%	i	-13%	-4	-1.6	11	i
COc1cc(-n2c(=O)c3ccccc3n(CC(=O)OCc3ccccc3)c2=O)cc(OC)c1OC	-1%	1%	i	-3%	2	-0.8	14	i
C[C@@H]1CN([C@H](C)CO)C(=O)CCCn2nncc2CO[C@H]1CN(C)C(=O)C1CCCCC1	-7%	nt	i	-4%	-6	1.7	7	-26%
COc1cc(NC(=O)CCc2nnc3ccc(N4CCN(c5cccc(OC)c5)CC4)nn23)cc(OC)c1	5%	1%	i	1%	-1	0.1	29	i
CCc1ccccc1NC(=O)CN1CCN(C(=O)c2cccc(-n3cnnn3)c2)CC1	-19%	-11%	i	-3%	-2	-1.1	6	i
NNC(=O)c1ccc(OCC2CC(c3ccc(Cl)cc3)=NO2)cc1 (stereo not drawn)	-11%	-12%	i	0%	4	-1.7	-5	-34%
CCc1cccc2c(C(=S)N3CCCC3)c[nH]c12	-6%[57.1 µM]	-9%	i	15%	-2	-0.6	6	-12%
Cc1ccc(-c2nc(SCC(=O)c3c(N)n(C)c(=O)n(C)c3=O)n[nH]2)cc1	-1%	0%	i	-4%	-4	-2.7	-10	-20%
COc1ccc2c(c1)c(=O)c(C(=O)c1ccc(F)cc1)cn2CC(=O)Nc1ccc(F)cc1	33%[activator]	-1%	i	-3%	-6	-2.0	7	i
COc1ccccc1C(=O)CN1C(=O)NC2(CCCCCC2)C1=O	6%	-5%	i	-2%	4	5.0	-8	i
O=C(C1CC(=O)N(c2ccc3c(c2)OCCO3)C1)N1CCN(Cc2ccccc2)CC1 (stereo not drawn)	-14%	0%	i	2%	-3	2.0	17	-11%

Screens from PubChem BioAssay.

These rows are one share of the data. The share of hits here may be higher or lower than overall.
